Assay outcomes deposited in PubChem by several laboratories.
PTK2B oligo ant: blocks oligomerization of human Pyk2 in cells; Q14289; Q293 cells, Pyk2 FERM NanoBiT luminescence; active compounds read low; z-score (the deposit names both 25 µM and 10 µM); hit rate 0.83% among 99,000; AID 1347419;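 active means Z-score of -3 or lower, scaled per plate to the spread of control and sample wells; inactive means z-score above -3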;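 further: negative z-score means lost luminescence so less FERM oligomerization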
IL1B cytotox: toxic to HUVEC cells under IL-1B stimulation; cell count reduction, % at 2 µM; HUVEC cell count loss, Hoechst imaging, IL-1B stimulated; AID 845; hit rate 0.41% among 94,000;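 active means cell count reduction more than 3 SD above the screen-wide mean, cut at about 70% in these data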;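 further: normalized per plate to untreated control cells as the no-loss baseline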
H69AR growth 86K: growth inhibitors of human H69AR lung tumor cells | AID 598 | viability, % at 10 µM | hit rate 6% among 85,000 | H69AR lung tumor viability, ATP luminescence, 72 h; active compounds read low;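 active means viability at or below 40%; inactive means viability above 40%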;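 further: multidrug resistant small cell line overexpressing MRP-1 efflux transporter; 100% = mean luminescence of untreated control wells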
F-actin modifier: modifiers of cytoskeleton assembly; inhibition, % at 2 µM; HUVEC TNFa F-actin phalloidin imaging, high content; hit rate 0.18% among 91,000; AID 836;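 active means inhibition above the batch mean plus 3 SD and confirmed as a hit by visual image inspection, cut at about 30% in these data, passing the limit was not always enough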; further: strong numbers were not always called active
VCAM1 TNFa inh: reduces TNF alpha induced VCAM1 expression in HUVEC. HUVEC TNFa-induced VCAM-1 immunofluorescence, high-content imaging. inhibition, % at 2 µM. hit rate 0.48% among 95,000;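 active means inhibition above the batch mean plus 3 SD, with images confirmed as a hit by eye, cut at about 37% in these data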;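 further: 0% = TNF-stimulated DMSO wells and 100% = unstimulated control wells; not every result past the cut was called active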
Smad3 FoxH1 inh: blocks human Smad3 binding to FoxH1 peptide; TR-FRET Smad3/Dy647-FoxH1 peptide binding, europium anti-His; inhibition, % at 25 µM; hit rate 0.29% among 88,000;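 active means compounds that reduce the energy-transfer binding signal between the protein and its labelled peptide by more than half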;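 further: 0% = Smad3 plus labelled peptide maximal FRET and 100% = peptide-only background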
Target sequence (P84022 whole entry, looked up): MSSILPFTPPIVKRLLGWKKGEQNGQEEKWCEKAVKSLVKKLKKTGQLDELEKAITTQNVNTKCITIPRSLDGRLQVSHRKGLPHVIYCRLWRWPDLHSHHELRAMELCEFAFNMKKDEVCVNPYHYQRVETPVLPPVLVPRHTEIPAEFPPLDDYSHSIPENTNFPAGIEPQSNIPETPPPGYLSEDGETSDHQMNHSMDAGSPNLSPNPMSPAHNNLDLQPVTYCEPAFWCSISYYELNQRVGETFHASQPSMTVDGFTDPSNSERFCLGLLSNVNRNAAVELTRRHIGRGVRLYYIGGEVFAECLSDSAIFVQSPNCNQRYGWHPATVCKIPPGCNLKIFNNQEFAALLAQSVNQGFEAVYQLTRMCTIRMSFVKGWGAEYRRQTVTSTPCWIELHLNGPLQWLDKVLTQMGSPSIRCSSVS
Lung fibro prol: blocks proliferation of human lung fibroblasts; LL 47 human lung fibroblast viability, ATP luminescence; active compounds read low; viability, % at 10 µM; hit rate 1.1% among 85,000; AID 719;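 active means viability at or below 50% in the single dose screen; inactive means viability above 50%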;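 further: compound exposure lasted 72 h before the ATP readout; 100% = median luminescence of untreated cell-only wells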
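Material: human lung fibroblast line LL 47, low passage; Evaluation: viability percentage against median untreated-cell control; Buffer or medium: 15% FBS in IMEM; Incubation: 72 h compound exposure at 37 °C after overnight plating; Dosing: 0.1% DMSO in all compound wells; Measured by: CellTiter-Glo luminescence.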
HUVEC inhibit: blocks proliferation of human endothelial cells. HUVEC proliferation, CellTiter-Glo luminescence, 72 h; active compounds read low. viability, % at 10 µM (by protocol). hit rate 1.1% among 86,000;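 active means viability at or below 30%; inactive means viability above 30%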;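 further: 100% = median luminescence of DMSO-only cell control wells on each plate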
HUVEC tox TNFa: HUVEC cytotoxicity counter-screen, TNF alpha stimulated; HUVEC TNFalpha-stimulated, Hoechst cell count, imaging; hit rate 0.17% among 93,000; cell count reduction, % at 2 µM;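 active means cell count reduction exceeding the screen mean by over 5 SD, scaled to untreated wells per plate, cut at about 78% in these data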;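 further: cells counted after 24 h of TNF alpha exposure following the 1 h pretreatment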
The depositor's hits bear a star; x = no result given; [ ] = remark or other dose. Only part of the results is shown; rates above refer to the full screens.

| SMILES | Smad3 FoxH1 inh | IL1B cytotox | PTK2B oligo ant | H69AR growth 86K | Lung fibro prol | VCAM1 TNFa inh | F-actin modifier | HUVEC tox TNFa | HUVEC inhibit |
| --- | --- | --- | --- | --- | --- | --- | --- | --- | --- |
| COc1ccc2c(c1)c(N=O)c(O)n2C | x | 11 | 2.4 | x | x | 36 | 6 | 8 | x |
| CC1(C)Cc2c(sc3ncn4nc(-c5ccco5)nc4c23)CO1 | 7 | 10 | 0.05 | 78 | 103 | 19 | 2 | 4 | 95 |
| OCCN1CCN(c2nc(-c3ccccc3)nc3c2oc2ccccc23)CC1 | 9 | -11 | -1.8 | 24* | 20* | -19 | -11 | -17 | 12* |
| CC(c1ccco1)N(C(=O)c1ccc(S(=O)(=O)N2CCCCC2)cc1)c1ccccn1 (stereo not drawn) | 6 | -22 | -0.88 | 86 | 86 | x | x | x | 93 |
| CNC(=O)c1sc(SC)cc1-c1ccc(Cl)cc1 | x | -15 | 0.01 | x | x | 16 | -16 | -1 | x |
| Cc1ccc(C2(C(F)(F)F)NC(=O)N3CCCN=C3S2)cc1 (stereo not drawn) | 0 | x | -0.42 | 102 | 88 | x | x | x | 90 |
| CCC1CCCN1Cn1cnc2c([nH]c3ccccc32)c1=O (stereo not drawn) | -14 | 66 | 0.44 | 91 | 101 | -8 | -17 | 4 | 94 |
| COc1ccc2c(c1)c(C(C)=O)c(C)n2-c1ccccc1 | 6 | 4 | 0.02 | 81 | 95 | -14 | 0 | x | 70 |
| CN1C(=O)c2ccc(NC(=O)c3c(F)c(F)c(F)c(F)c3F)cc2C1=O | 9 | 6 | 0 | 83 | 89 | 7 | -13 | -7 | 77 |
| CCOCCn1c(SCCCc2ccccc2)nc2c1c(=O)[nH]c(=O)n2C | -1 | 46 | -0.81 | 79 | 87 | -16 | -22 | -1 | 75 |
| COc1ccccc1CN1CCCC(C(=O)N(C)Cc2ccccc2)C1 (stereo not drawn) | -7 | -8 | 1 | 84 | 91 | x | x | x | 82 |
| CC1(C)CC(C2N3CC4(C)CN2CC(C)(C3)C4=O)CCO1 (stereo not drawn) | 4 | -34 | 0.19 | 97 | 104 | 2 | 3 | -21 | 102 |
| CSc1ccccc1C(=O)Nc1cc(C)cc(C)c1 | 0 | x | 0.42 | 96 | 102 | 9 | 1 | 1 | 92 |
| CN(C(=O)CSc1nnc(Cc2cccc3ccccc23)n1N)C1CCS(=O)(=O)C1 (stereo not drawn) | x | 14 | 0.07 | x | x | -12 | 2 | -22 | x |
| COC(=O)C1=C(C)Nc2nnnn2C1c1ccc(Cl)cc1Cl (stereo not drawn) | 5 | -18 | -0.58 | 81 | x | -20 | -14 | -9 | 113 |
| COc1cccc(CNC(=O)C2CCN(S(=O)(=O)c3ccc(F)cc3)CC2)c1 | x | 8 | -0.57 | x | x | 6 | 2 | -20 | x |
| CCOC(=O)/C=C1\SCC(=O)N1Cc1nnc(-c2ccccc2Br)o1 | -5 | -2 | 0.43 | 81 | 93 | -11 | -1 | x | 84 |
| Cn1c(=O)c2c(ncn2CC(=O)N2CCN(c3ccc(F)cc3)CC2)n(C)c1=O | -2 | -30 | 0.58 | 92 | 95 | 8 | -5 | 11 | 90 |
| Cc1ccc2cc(CN(CC3CCCO3)C(=O)C(C)C)c(=O)[nH]c2c1 (stereo not drawn) | 15 | 16 | -0.19 | 93 | 102 | -2 | 10 | -25 | 91 |
| Nn1c(SCC(=O)N2CCN(S(=O)(=O)c3ccc(Cl)cc3)CC2)nnc1-c1cccs1 | -7 | -12 | 0.66 | 77 | 96 | 3 | x | -40 | 88 |
| CC(C)(C)SCCNC(=O)CSc1ccccc1 | 0 | -14 | 0.54 | 102 | 99 | -26 | -11 | 20 | 87 |
| CCOC(=O)C1=CN(C)C=C(C(=O)OCC)C1c1ccsc1 | x | 24 | -0.83 | x | x | 0 | -8 | 1 | x |
| CCOC(=O)c1cccc(NC(=O)C2CCCN(S(=O)(=O)c3c(C)nn(C)c3C)C2)c1 (stereo not drawn) | 6 | 5 | x | 75 | 96 | -6 | -1 | -10 | 112 |
| COc1ccc(C/C(N)=N/OC(=O)Cc2ccc(OC)c(OC)c2)cc1 | x | 2 | 0.76 | x | x | 3 | -1 | -15 | x |
| CCOC(=O)CSc1nc2sc3c(c2c(=O)n1CC)CC(C)(C)OC3 | x | 26 | 0.43 | x | x | -7 | -15 | -16 | x |
| CC(=O)c1c(C)nc(-c2ccc(Cl)cc2Cl)n1O | 5 | -8 | 0.02 | 90 | 100 | 12 | -1 | -13 | 98 |
| COc1ccc(COC(=O)C2=C(C)NC(=O)NC2c2ccc(O)c(OC)c2)cc1 (stereo not drawn) | -5 | -36 | -0.57 | 94 | 94 | -17 | -8 | -3 | 103 |
| CCOC(=O)CSc1nnc(CNC(=O)Cc2ccccc2)n1C | -12 | -12 | -0.11 | 95 | 101 | 20 | 3 | -3 | 107 |
| COc1ccc(C(O)c2nc3ccccc3n2C)cc1OC (stereo not drawn) | -4 | x | 1.1 | 100 | 96 | x | x | x | 87 |
| CCCCOC1(c2ccccc2)OC(=O)c2ccccc21 (stereo not drawn) | x | -57 | -0.5 | x | x | 9 | 17 | -4 | x |
| CCn1c(/C=C/c2cccc([N+](=O)[O-])c2)nc2ccccc2c1=O | x | -5 | -0.34 | x | x | 0 | 21 | 4 | x |
| Cc1c(C(=O)NCc2cccs2)oc2ccc(Br)cc12 | x | 2 | -0.6 | x | x | 18 | 2 | 16 | x |
| Cc1ccc(Cl)cc1N1CCN(CC(=O)Nc2ccc3[nH]c(=O)[nH]c3c2)CC1 | 13 | -59 | -0.07 | 83 | 97 | -3 | 6 | -23 | 83 |
| C=CCn1c(SCC(=O)OCc2ccccc2)nc2c1c(=O)n(C)c(=O)n2C | 8 | 6 | 0.97 | 98 | 96 | 15 | 0 | 2 | 94 |
| c1cc2c3c(cccc3c1)C(N1CCCCCC1)=N2 | -25[fluorescence artefact?] | -75 | -0.09 | 70 | 103 | -13 | 6 | 4 | 97 |
| C/C(=C1/SC(=S)N(CCC(=O)O)C1=O)c1ccc(O)cc1 | 3 | -6 | -1.4 | 98 | 103 | 23 | 12 | -16 | 89 |
| COc1ccccc1C(=O)O/N=C(\N)c1ccc(Cl)cc1 | x | 0 | 0.55 | x | x | -15 | -33 | 26 | x |
| COc1ccc(NC(C)=O)cc1NC(C)C(=O)Nc1ccc(F)c(F)c1F (stereo not drawn) | 1 | -76 | -0.61 | 94 | 94 | 4 | -2 | -7 | 98 |
| c1coc(CNCC2OCCc3ccccc32)c1 (stereo not drawn) | 6 | -13 | 1.2 | 96 | 103 | -3 | 27 | -13 | 98 |
| CC(C)c1nc(SCC(=O)N2CCN(c3ccccc3)CC2)c2c(=O)n(C)c(=O)n(C)c2n1 | -10 | x | x | 84 | 89 | x | x | x | 70 |
| Cc1nc2nc(Cc3ccccc3)[nH]n2c(=O)c1Cl | 6[fluorescence artefact?] | 7 | 0.13 | 88 | 102 | 19 | -5 | -1 | 83 |
| Cc1cc(C)nc(NC(=O)c2cc3ccccc3o2)n1 | x | -8 | 0.23 | x | x | -4 | -31 | 15 | x |
| CCn1c(=N)n(CC(=O)C23CC4CC(CC(C4)C2)C3)c2ccccc21 | 9 | x | -0.49 | 29* | 110 | x | x | x | 3.4* |
| CCCOc1ccc(/C(O)=C2/C(=O)C(=O)N(CCCN3CCOCC3)C2c2ccncc2)cc1 (stereo not drawn) | 18 | x | x | 94 | 97 | x | x | x | 99 |
| Clc1ccc(Nc2nc(-c3ccncc3)cs2)cc1 | 2 | 1 | -0.34 | 85 | 91 | 35 | -6 | -12 | 72 |
| CCCSc1nc2c(cnn2-c2ccc(Cl)cc2)c(=O)[nH]1 | x | -7 | 0.04 | x | x | 13 | -6 | -21 | x |
| CCC(=O)N(Cc1cc(=O)[nH]c2ccccc12)c1cccc(C)c1 | 10 | -16 | -1.2 | 85 | 88 | 1 | 10 | 3 | 98 |
| N#CC1=C(N)Oc2n[nH]c(-c3ccccc3)c2C1c1ccsc1 (stereo not drawn) | 15 | -12 | -1.2 | 84 | 96 | 31 | -18 | 6 | 76 |
| COC(=O)c1[nH]c2cccc(OC)c2c1NC(=O)CN1CCN(c2cccc(OC)c2)C(C)C1 (stereo not drawn) | x | -4 | -0.43 | x | x | 5 | -6 | -3 | x |
| O=C(Cc1csc(N2CCOCC2)n1)N/N=C/c1cccc(O)c1 | x | -27 | 0.21 | x | x | -35 | 5 | 6 | x |

Additional results:
| SMILES | Smad3 FoxH1 inh | IL1B cytotox | PTK2B oligo ant | H69AR growth 86K | Lung fibro prol | VCAM1 TNFa inh | F-actin modifier | HUVEC tox TNFa | HUVEC inhibit |
| --- | --- | --- | --- | --- | --- | --- | --- | --- | --- |
| Cc1ccc2oc(=O)c3cnn(CC(=O)N(CCC(C)C)Cc4ccco4)c3c2c1 | 1[fluorescence artefact?] | -11 | x | 38* | 97 | 19 | 0 | -4 | 71 |
| CCOC(=O)c1cnn(-c2ncnc3sc(CC)cc23)c1N | x | 0 | -0.9 | x | x | 10 | -10 | -17 | x |
| CC(=O)Nc1ccc(S(=O)(=O)Nc2nc3ccccc3nc2N2CCCCCC2)cc1 | -20 | 9 | -0.54 | 78 | 102 | -7 | 0 | 5 | 86 |
| CC(=O)/C(=C/N(C)C)Sc1ccc(C)cc1 | 0 | 8 | 1.3 | 98 | 96 | 14 | -6 | -17 | 86 |
| CSc1nc(C2CC2)cc(-c2cccs2)c1C#N | 4 | 11 | -1.1 | 8.6* | 32* | -18 | -32 | 21 | 30* |
| CCOc1ccc(/C=N/n2cnnc2)cc1 | x | 0 | 0.14 | x | x | 6 | 6 | -8 | x |
| O=C(CSc1nnc(NC(=O)CN2CCOCC2)s1)Nc1ccccc1 | -4 | -1 | 1.1 | 92 | 96 | 8 | 14 | -16 | 102 |
| O=C(c1ccc(Cl)cc1)c1cnc(-c2ccc(Cl)cc2)s1 | x | -12 | 0.55 | x | x | -16 | x | -7 | x |
| Cc1cccc(C)c1NC(=O)C1CC(=O)N(C(C)C)C1 (stereo not drawn) | 4 | -11 | -0.93 | 105 | 91 | 0 | 8 | -10 | 91 |
| CCCNC(=O)Cc1cc(=O)[nH]c(=O)[nH]1 | x | 6 | x | x | x | 24 | -1 | -20 | x |
| CCOC(=O)N1CCC(NC(=O)CCc2c(C)nc3c(c(C)nn3-c3ccccc3)c2C)CC1 | -2 | x | x | 89 | 90 | x | x | x | 93 |
| CSCC[C@H](Nc1ncnc2sc(C)c(C)c12)C(=O)O | 15[fluorescence artefact?] | -121 | 0.92 | 105 | 101 | -9 | -26 | 10 | 91 |
| CC1(C(=O)O)CCC(C(=O)Nc2ccc3ccccc3c2)C1(C)C (stereo not drawn) | 5 | -11 | 0.2 | 103 | 104 | 10 | x | -17 | 97 |
| COc1cccc(NC(=O)c2ccn(C)n2)c1 | 6 | 19 | 0.61 | 100 | 97 | 4 | -8 | 4 | 90 |
| CCN(CCO)c1cc(Cl)nc(SC)n1 | x | 18 | 0.61 | x | x | -8 | 9 | 5 | x |
| CCCCNC(=O)OCCNC(=O)Oc1cccc(C)c1 | 10 | 25 | 0.2 | 96 | 100 | 1 | -1 | 7 | 93 |
| COc1ccc(S(=O)(=O)Nc2ccc(C)cc2)cc1OC | 1 | -19 | -0.62 | 97 | 102 | 8 | -10 | -3 | 105 |
| Cc1cccc(NC2=NC(C)(C)N=C(N)N2)c1C | 3 | 6 | 0.42 | 76 | 105 | -15 | 10 | 8 | 87 |
